CendR NRP1 mod: alters CendR peptide binding to human NRP-1. FAM-RPARPAR peptide binding to NRP-1, fluorescence polarization. 0.85% of 360,000 active. inhibition, % at 25 µM;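 active = inhibition or corrected inhibition above about 18%, plus a signal ratio from 0.5 to 1.5, limit read from the data, passing the limit was not always enough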; also: strong numbers were not always called active
MsrA act: bovine methionine sulfoxide reductase A activation; AID 602163; purified bovine MsrA, absorbance read-out; 0.3% of 360,000 active; activation, % at 10.6 µM; in the data active = activation above about 7.5%;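 also: 0% = vehicle and 100% = reference activator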
SKN-1 inh: C. elegans SKN-1 inhibition | AID 624304 | inhibition, % at 21.8 µM | 0.49% of 360,000 active | C. elegans VP596 Pgst-4::GFP/RFP ratio, acrylamide-induced, 24 h;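 active = interference check ratio from 0.5 to 1.5 plus GFP to RFP signal ratio inhibition reaching or exceeding a fixed threshold, cut at about 30% in these data, passing the limit was not always enough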; also: some compounds called inactive have numbers as strong as hits
MLLE-PAM2 inh: inhibitors of microRNA-mediated deadenylation, human PABP1 MLLE binding; inhibition, % at 20 µM; GST-MLLE / FITC-PAM2 fluorescence polarization; 0.36% of 360,000 active; P11940; in the data active = inhibition above about 35%, passing the limit was not always enough;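 also: plate controls were DMSO wells with GST-MLLE for no effect and wells lacking GST-MLLE protein for full effect; some results filed as inactive read as strong as hits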
TbMetRS inhib: Trypanosoma brucei MetRS inhibition. purified T. brucei MetRS, ATP depletion, Kinase-Glo luminescence. inhibition, % at 11.9 µM. 0.4% of 360,000 active;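 active = inhibition above a per-plate cutoff of the control wells' mean inhibition plus 3 SD, cut at about 5.5% in these data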;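 also: 0% = DMSO wells median and 100% = median of wells with control inhibitor compound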
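Measured by: Kinase-Glo luciferase luminescence reporting remaining unconsumed ATP. Material: purified T. brucei MetRS enzyme. Doses: 11.9 µM compound single dose, 0.9% DMSO. Medium: HEPES buffer containing pyrophosphatase, BSA, spermine, DTT. Times: 15 min preincubation, 2 h reaction, all 25 °C. Reagent: methionine, ATP and bulk E. coli tRNA.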
E coli Lon inh: inhibits E. coli Lon protease. P0A9M0. inhibition, % at 7.94 µM. purified E. coli Lon protease, fluorescence polarization. 0.42% of 360,000 active; in the data active = inhibition above about 13%, passing the limit was not always enough;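 also: 0% = enzyme with probe and DMSO and 100% = no enzyme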
MsrA inh: inhibits bovine methionine sulfoxide reductase A | 0.75% of 360,000 active | inhibition, % at 15.5 µM | purified bovine MsrA, absorbance read-out; in the data active = inhibition above about 4.5%;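 also: 0% = vehicle wells with enzyme and 100% = reference inhibitor wells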
MT1-MMP act inh: blocks activation of human MT1-MMP; GFP/RFP ratio change, % at 20 µM; P50281; 0.061% of 360,000 active; AID 651647; HT1080 RFP-PRO-GFP cells, GFP/RFP ratio fluorescence, overnight; percent of plate control window, DMSO zero;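 active = GFP/RFP ratio change of at least 30% with cell ATP level not reduced by more than half and red fluorescence within 50% of control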; also: strong numbers were not always called active
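Read-out: GFP/RFP fluorescence ratio; Test system: RFP-PRO-GFP reporter HT1080 cells; Compound dosing: single-point 20 µM compound, 1% DMSO; Times: overnight compound exposure at 37 °C.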
FAS TE block: blocks the thioesterase domain of human fatty acid synthase | P49327 | recombinant FAS-TE, OMFH fluorogenic substrate, fluorescence endpoint | inhibition, % at 15 µM | 0.67% of 360,000 active | AID 602261;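 active = compounds whose normalised, plate-corrected inhibition of enzyme fluorescence in the single-dose primary screen is 50% or more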;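 also: 0% = DMSO with enzyme and 100% = substrate without enzyme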
Target sequence (P49327 whole entry, looked up, the tested form may be a part): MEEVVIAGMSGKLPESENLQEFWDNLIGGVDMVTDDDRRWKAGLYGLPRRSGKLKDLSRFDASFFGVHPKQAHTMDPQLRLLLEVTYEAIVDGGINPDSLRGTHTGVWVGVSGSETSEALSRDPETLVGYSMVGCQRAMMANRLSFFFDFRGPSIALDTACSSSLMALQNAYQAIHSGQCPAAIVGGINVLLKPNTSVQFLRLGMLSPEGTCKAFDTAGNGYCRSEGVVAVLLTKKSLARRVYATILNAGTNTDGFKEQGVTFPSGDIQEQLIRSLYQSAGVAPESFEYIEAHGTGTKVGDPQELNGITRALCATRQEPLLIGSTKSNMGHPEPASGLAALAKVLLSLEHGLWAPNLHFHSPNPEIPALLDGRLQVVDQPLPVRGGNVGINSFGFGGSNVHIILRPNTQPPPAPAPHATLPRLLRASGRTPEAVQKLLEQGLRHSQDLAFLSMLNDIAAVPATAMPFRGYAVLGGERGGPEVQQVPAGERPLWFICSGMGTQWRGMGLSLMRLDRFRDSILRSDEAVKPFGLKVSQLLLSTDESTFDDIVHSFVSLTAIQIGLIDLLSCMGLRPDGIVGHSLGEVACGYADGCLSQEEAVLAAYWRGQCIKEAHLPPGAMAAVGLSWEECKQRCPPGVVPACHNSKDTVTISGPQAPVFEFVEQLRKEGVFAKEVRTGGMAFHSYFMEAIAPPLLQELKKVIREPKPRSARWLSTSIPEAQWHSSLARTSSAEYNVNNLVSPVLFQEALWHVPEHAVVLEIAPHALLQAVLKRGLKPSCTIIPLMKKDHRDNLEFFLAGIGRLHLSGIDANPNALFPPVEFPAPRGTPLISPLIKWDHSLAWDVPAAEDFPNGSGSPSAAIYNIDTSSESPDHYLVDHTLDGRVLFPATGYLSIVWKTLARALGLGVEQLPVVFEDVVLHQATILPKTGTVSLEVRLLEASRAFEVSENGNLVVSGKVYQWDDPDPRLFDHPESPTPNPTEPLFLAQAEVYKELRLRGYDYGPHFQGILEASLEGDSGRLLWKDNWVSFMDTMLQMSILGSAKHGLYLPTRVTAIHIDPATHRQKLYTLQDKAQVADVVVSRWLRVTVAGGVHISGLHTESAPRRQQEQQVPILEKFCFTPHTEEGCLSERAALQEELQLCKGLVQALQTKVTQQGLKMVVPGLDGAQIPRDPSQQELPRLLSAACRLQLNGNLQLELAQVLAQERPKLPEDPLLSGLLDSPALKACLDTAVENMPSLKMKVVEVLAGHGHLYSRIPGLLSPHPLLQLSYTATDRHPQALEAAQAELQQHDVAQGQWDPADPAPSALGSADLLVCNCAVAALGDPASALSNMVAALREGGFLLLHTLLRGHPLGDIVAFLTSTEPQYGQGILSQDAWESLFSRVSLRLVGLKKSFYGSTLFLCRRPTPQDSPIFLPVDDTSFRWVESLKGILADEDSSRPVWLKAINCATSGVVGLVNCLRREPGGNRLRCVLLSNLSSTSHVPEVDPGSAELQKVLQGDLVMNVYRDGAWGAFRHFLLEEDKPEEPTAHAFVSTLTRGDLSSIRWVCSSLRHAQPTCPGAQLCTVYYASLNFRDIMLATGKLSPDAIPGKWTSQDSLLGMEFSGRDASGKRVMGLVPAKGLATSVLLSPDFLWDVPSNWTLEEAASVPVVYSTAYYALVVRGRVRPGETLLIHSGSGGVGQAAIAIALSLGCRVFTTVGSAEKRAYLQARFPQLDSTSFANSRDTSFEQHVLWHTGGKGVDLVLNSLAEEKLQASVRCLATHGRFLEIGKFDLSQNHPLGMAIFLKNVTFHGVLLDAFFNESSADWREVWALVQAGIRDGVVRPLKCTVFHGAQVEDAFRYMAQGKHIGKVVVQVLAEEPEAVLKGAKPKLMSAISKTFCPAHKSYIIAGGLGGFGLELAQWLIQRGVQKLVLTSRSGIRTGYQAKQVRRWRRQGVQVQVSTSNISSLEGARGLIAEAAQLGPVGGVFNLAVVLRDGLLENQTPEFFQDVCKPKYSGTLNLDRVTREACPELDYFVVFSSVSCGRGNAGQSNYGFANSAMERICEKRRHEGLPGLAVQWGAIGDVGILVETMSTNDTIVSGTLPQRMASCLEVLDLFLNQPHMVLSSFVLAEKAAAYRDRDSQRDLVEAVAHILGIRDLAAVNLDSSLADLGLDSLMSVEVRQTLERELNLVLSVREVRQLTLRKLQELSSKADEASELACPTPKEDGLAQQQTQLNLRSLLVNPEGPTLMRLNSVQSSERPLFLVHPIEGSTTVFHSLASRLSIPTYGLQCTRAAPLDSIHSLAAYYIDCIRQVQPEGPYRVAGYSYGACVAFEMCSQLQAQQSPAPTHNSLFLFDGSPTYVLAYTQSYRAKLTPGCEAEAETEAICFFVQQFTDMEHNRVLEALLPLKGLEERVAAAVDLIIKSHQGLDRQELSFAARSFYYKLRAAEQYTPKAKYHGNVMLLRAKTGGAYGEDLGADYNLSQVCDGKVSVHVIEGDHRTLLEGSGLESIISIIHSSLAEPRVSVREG
An asterisk follows results filed as active; i = inactive; . = not tested or not shown. Random draw from the library; 4% or so of the library scored in one or more.

SMILES	CendR NRP1 mod	MsrA act	SKN-1 inh	MLLE-PAM2 inh	TbMetRS inhib	E coli Lon inh	MsrA inh	MT1-MMP act inh	FAS TE block
Cc1ccc(-n2nc(C)c3c2OC(N)=C(C#N)C3c2cccs2)cc1 (centres undefined)	14	4	-16	6	-1.5	0	0.6	4	-3
Cc1c(C#N)c(O)n(C)c(=O)c1N=Nc1ccc(S(N)(=O)=O)cc1	3	-7	17	-39	0.3	-3	1.4	6	8
CC(/C=N/NC(=O)c1nnn(-c2nonc2N)c1C)=C\c1ccccc1	-3	-2	16	3	-0.2	4	0.6	6	-1
CCc1cc(=O)oc2c(CN3CCN(C)CC3)c(O)ccc12	-17	-3	1	5	0.3	7	2.9	-1	-2
COc1ccc(OC)c(-c2cc(C(=O)N3CCN(c4ccccc4)CC3)no2)c1	0	-1	8	5	-0.8	12	1.1	2	30
Cc1cc(Cl)ccc1OC(C)C(=O)NCCCn1ccnc1 (centres undefined)	13	-3	2	17	0.2	-3	1.8	0	-2
O=C(Nc1ccccc1N1CCCCC1)c1cccc(F)c1	-4	-5	3	-5	0.1	-8	0.1	5	23
CCCc1nc2c(nnn2Cc2ccccc2F)c(=O)[nH]1	-13	2	19	-8	-0.7	-11	1.2	1	-1
O=C1Cc2ccccc2C(=O)N1Nc1ccccc1	7	-3	24	19	0.1	-2	0.1	-2	14
COc1ccc(NC(=S)NC(=O)/C=C/c2ccccc2)cc1	3	-2	23	31	0.4	-3	-1.2	0	2
CC(=O)NC(=S)Nc1sc2c(c1C#N)CCCCC2	-6	-1	1	34	-0.3	18	0.3	2	57*
CC(C)c1ccc(Nc2nc(CC(=O)O)cs2)cc1	-6	-2	1	-97	-0.6	-7	-0.7	-5	4
CC(=O)N(C)c1ccc(NC(=S)NCC(C)C)cc1	4	-2	-3	4	-0.9	9	-0.1	0	-2
COCCCN(CC(=O)Nc1ccc(N2CCOCC2)cc1)S(=O)(=O)c1ccc(C)cc1	2	-3	-6	4	-0.3	-4	-1.5	0	-3
O=C(CNc1ccc2ccccc2c1)N/N=C/c1ccc(OC(=O)/C=C/c2ccco2)cc1	-9	-11	2	-32	-0.8	0	2.2	-13	30
O=c1c(Br)c(NCc2ccccc2)cnn1-c1ccc(F)cc1	-9	-3	10	0	0.0	-4	0.6	3	2
COc1ccc(Cl)cc1NC(=O)C1CC(c2ccccc2O)=NO1 (centres undefined)	-9	-8	-4	7	-0.9	3	0.2	1	-3
N#Cc1ccc(-c2csc(NC3=NCCCCC3)n2)cc1	-7	-16	10	13	-1.5	-1	0.7	-1	21
Cc1cc(NC(=O)CSc2nc3ccccc3c(=O)n2Cc2ccc(F)cc2)no1	-4	-2	32*	-62	-1.1	-1	-0.4	-4	2
CC(C)(C)OC(=O)C[C@H]1C/C=C\C[C@@H](CC(=O)N(CCO)Cc2ccccc2)C(=O)NC[C@@H](c2ccccc2)OC1=O	-2	-1	6	-12	-0.2	-3	-0.6	4	-3
CCOC(=O)C[C@@H]1OC[C@H](C(C)C)N1S(=O)(=O)c1ccc(C)cc1	12	.	7	.	-0.6	.	0.2	3	.
Nc1ncnc2c1ncn2C1CCCO1 (centres undefined)	-4	-1	-8	-2	-0.9	6	-1.1	0	0
Cc1ccc(/C=N/NC(=O)c2ccncc2)cc1	-2	0	6	1	0.2	-3	3.4	-1	-5
CC(=O)N(C)c1ccc(NC(=O)N2CCOCC2)cc1	1	-2	-5	-10	1.6	-11	1.0	2	-5
CCOc1ccc(CNc2nnnn2C)cc1	1	-2	-2	-11	-0.5	-11	-0.9	1	-2
COc1ccc(C(=O)CSc2nnc(-c3ccccc3)o2)cc1	7	-1	7	-15	-0.6	12	0.6	4	6
O=C(NC(CO)(CO)CO)[C@@H]1CCCN1S(=O)(=O)c1cccc2cccnc12	10	-3	2	6	-0.1	2	-1.5	0	3
CCCc1cc(=O)oc2cc(C)cc(OCC(=O)Nc3ccccn3)c12	5	-2	11	-7	0.1	3	-0.2	1	12
O=C(COC(=O)C1CC(O)CN1S(=O)(=O)c1ccc(Cl)cc1)c1cccc(Cl)c1 (centres undefined)	-1	-4	6	10	-0.5	72*	-0.4	-4	0
O=C(CC1CCCC1)N1CCN(S(=O)(=O)c2cccc(Br)c2)CC1	-8	0	16	2	-0.2	5	-0.5	6	1

3 of the compounds above, in markdown:
| smiles | CendR NRP1 mod | MsrA act | SKN-1 inh | MLLE-PAM2 inh | TbMetRS inhib | E coli Lon inh | MsrA inh | MT1-MMP act inh | FAS TE block |
| --- | --- | --- | --- | --- | --- | --- | --- | --- | --- |
| Cc1cc(NC(=O)CSc2nc3ccccc3c(=O)n2Cc2ccc(F)cc2)no1 | -4 | -2 | 32* | -62 | -1.1 | -1 | -0.4 | -4 | 2 |
| CC(C)(C)OC(=O)C[C@H]1C/C=C\C[C@@H](CC(=O)N(CCO)Cc2ccccc2)C(=O)NC[C@@H](c2ccccc2)OC1=O | -2 | -1 | 6 | -12 | -0.2 | -3 | -0.6 | 4 | -3 |
| CCOC(=O)C[C@@H]1OC[C@H](C(C)C)N1S(=O)(=O)c1ccc(C)cc1 | 12 | . | 7 | . | -0.6 | . | 0.2 | 3 | . |

Next compounds follow.
SMILES	CendR NRP1 mod	MsrA act	SKN-1 inh	MLLE-PAM2 inh	TbMetRS inhib	E coli Lon inh	MsrA inh	MT1-MMP act inh	FAS TE block
Cc1nnc(NC(=O)CSc2nnc(C(C)NC(=O)c3ccccc3F)n2C)s1 (centres undefined)	4	-2	-5	2	0.1	-6	-0.4	2	-8
CCOCCCNc1ccc(N2C(=O)C3CCCCC3C2=O)cc1[N+](=O)[O-] (centres undefined)	-6	-8	-9	-11	-1.5	6	-0.5	6	-10
CC(C)(C)OC(=O)N1CCC(C(=O)Nc2cccc(C(=O)N3CCCC3)c2)CC1	-8	-1	-1	2	0.0	-3	0.1	1	-9
O=C(O)c1ccc(N2C(=O)c3cccc(Oc4ccc(Cl)cc4)c3C2=O)cc1	8	-5	6	13	0.2	-3	0.5	-1	-8
Cc1ccc(C(=O)OCC(=O)NC2CCCC2)cc1C	4	-1	3	-1	-0.2	-1	0.1	-1	0
CC1CC(C)CN(C(=O)c2ccc3ncsc3c2)C1 (centres undefined)	-2	-12	0	1	0.3	2	-0.9	4	-5
CC(=O)N/C(=C\c1cccs1)C(=O)O	-5	-4	0	-2	0.4	4	1.7	0	-2
CC(C)(C)c1ccc(Cn2nnc3c(=O)[nH]c(C4CCCN(C(=O)c5ccco5)C4)nc32)cc1 (centres undefined)	10	0	3	6	0.1	4	-0.4	0	-47
Cc1cc(C)cc(Oc2ncnc3c2ncn3Cc2c(Cl)cccc2Cl)c1	-2	-2	11	-7	-0.8	-1	-1.3	-8	24
CCOc1ccccc1N1CCN(C(=S)Nc2ccc(S(=O)(=O)Nc3ncccn3)cc2)CC1	7	-2	12	-37	-0.4	0	1.9	-7	-4
O=C(/C=C/c1ccccc1[N+](=O)[O-])Nc1cccnc1	9	-3	9	-7	-0.5	12	1.0	6	10
CCC(=O)N1CCc2cc(S(=O)(=O)CCC(=O)NCc3ccc(C)cc3)ccc21	-56	-4	6	-10	-0.7	2	-0.6	-1	-4
N#Cc1ccc(Oc2cnccn2)cc1	8	-2	21	4	-0.3	4	-1.2	5	-2
COc1cc2ccccc2cc1C(=O)Nc1ccccc1C	4	-1	-19	7	0.1	-9	1.2	-3	15
CC(=O)Nc1cccc(-c2ccnc3c2CC(C(=O)NCC2CC2)O3)c1 (centres undefined)	-20	0	6	-12	-0.1	6	-0.1	4	-6
O=C(c1cc(-c2ccc(O)cc2)on1)N1CCc2ccccc2C1	12	-3	10	10	0.5	-6	0.4	5	16
O=C(Nc1ccc(NC(=O)c2ccccc2Cl)cc1)c1cccnc1	13	-2	2	7	0.1	-1	-0.8	2	-2
Cc1ccc(-c2nn(C)c(=O)c3ccccc23)cc1CNC(=O)/C=C/c1ccccc1	-1	-8	11	1	-0.7	-9	-0.4	3	12
CCN1C(=O)CC(NNC(=O)c2ccccc2)C1=O (centres undefined)	3	-5	2	-7	-0.5	-10	-1.8	1	-7
Cc1ccc(NC(=O)CC(N)=S)cc1	4	-2	9	28	0.0	-7	-0.5	-4	-5
COc1ccccc1-n1c(=O)c2c3c(sc2n2c(=S)[nH]nc12)CCC3	10	-4	-2	-94	-1.0	4	0.4	-5	0
COc1ccc(OCC(=O)Nc2nnc(C)s2)cc1	8	-4	11	-23	-0.4	0	-1.1	-4	-10
Cc1cccc(NC(=O)c2cc([N+](=O)[O-])ccc2NC2CCCCC2)c1	19	-7	18	-4	-0.7	16	-0.3	-9	35
Cn1c2c(c(=O)[nH]c1=O)C(c1ccc(O)cc1)C1=C(N2)c2ccccc2C1=O (centres undefined)	10	-2	-1	9	0.1	2	3.0	-9	0
CCc1nnc(NC(=O)CSc2nnc(-c3ccccc3NC(=O)c3ccccc3)o2)s1	-12	-9	9	-21	-1.8	7	1.0	9	-13
COC(=O)c1ccc(OCc2nc(N)nc(N3CCOCC3)n2)cc1	-15	-8	-9	2	-0.4	-11	0.8	-2	-10
CCOc1ccc2nc(NCCCNS(=O)(=O)c3ccccc3)c(C#N)cc2c1	-18	-4	-4	19	0.6	-1	1.9	3	10
N#CCCN/N=C(\Cc1nc2ccccc2[nH]1)c1ccccc1	-23	-4	-3	-22	-0.1	-18	0.7	-21	-5
C1CC1Cc1noc(CN2CCN(CC3CC3)CC2)n1	11	-6	8	3	-1.2	-3	1.3	4	-4
Cc1ccc(NCc2nnc(SCC(=O)c3ccccc3)n2Cc2ccco2)c(C)c1	-28	-4	-5	-81	-0.9	-5	0.2	-8	5
CCN(CC)CCn1c(NC(=O)c2ccc(Cl)cc2)nc2ccccc21	-2	-1	22	-15	-1.1	-3	0.7	6	-11
O=C(COC(=O)c1ccc(Cl)nc1)Nc1cc(S(=O)(=O)N2CCCCC2)ccc1Cl	0	-4	-3	-7	-0.6	-3	-0.7	-1	10
O=C(O)c1cccc2cccc(-c3c4ccc(=O)c(O)c-4oc4c(O)c(O)ccc34)c12	7	-8	9	39	0.1	11	1.8	-4	19
Cc1cc(Nc2ccc(C)c(Cl)c2)nc(N2CCOCC2)n1	-1	-3	12	-1	0.2	6	0.3	0	22
COc1ccc(NC(=O)Nc2ccc3nc(C)c(C)nc3c2)cc1	-3	-2	25	-4	-0.9	11	-0.1	-10	0
Cc1cc(C)nc(SCCc2ccncc2)n1	0	1	-14	39	0.3	0	0.0	2	-11
CC1(C(=O)NCCC#N)CCN1C(=O)Cc1ccc(-c2ccccc2)cc1 (centres undefined)	4	-3	0	2	-0.2	-3	-0.1	3	-6
CCc1nnc(NC(=O)c2ccc(S(=O)(=O)N(C)c3ccccc3)cc2)o1	-9	-3	9	-7	-0.8	0	0.4	1	-4
Cc1cc2nc3c(=O)n(C4CCCCC4)c(=O)[nH]c3nc2cc1N	134	-3	-44	i	0.2	75*	0.7	-135	-159
COc1ccc(OC)c(/C=N/c2c(-c3ccc(O)c(OC)c3)nc3ccccn23)c1	8	-3	-2	2	0.2	-4	3.2	3	-7
COc1ccc(-c2nc(C#N)c(NCCCn3ccnc3)o2)cc1OC	-17	-6	15	-4	-0.2	2	2.3	5	-12
COc1ccc(Cc2nc3ccc(C(=O)NC(C)C)cc3o2)cc1	6	0	12	-6	0.0	-2	0.7	-4	-7
S=C(c1ccc(-c2ccccc2Cl)o1)N1CCCCC1	-5	-2	-3	24	-0.3	-5	-0.3	1	33
COC(=O)c1ccc(NC2(C#N)C(=O)Nc3ccccc32)cc1 (centres undefined)	-2	-1	-5	-8	-0.3	-12	-0.3	-7	1

Compound activity as filed in PubChem.
